# High-throughput results as filed in PubChem.
# HePTP inh = inhibitors of human HePTP phosphatase; 110,000 tested, 0.64% active; AID 521; inhibition, % at 20 µM; recombinant HePTP phosphatase activity, OD absorbance; in the data active = inhibition above about 50%;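 also: plate controls were vehicle for no effect and reference inhibitor for full effect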
# Target sequence (P35236 whole entry, looked up): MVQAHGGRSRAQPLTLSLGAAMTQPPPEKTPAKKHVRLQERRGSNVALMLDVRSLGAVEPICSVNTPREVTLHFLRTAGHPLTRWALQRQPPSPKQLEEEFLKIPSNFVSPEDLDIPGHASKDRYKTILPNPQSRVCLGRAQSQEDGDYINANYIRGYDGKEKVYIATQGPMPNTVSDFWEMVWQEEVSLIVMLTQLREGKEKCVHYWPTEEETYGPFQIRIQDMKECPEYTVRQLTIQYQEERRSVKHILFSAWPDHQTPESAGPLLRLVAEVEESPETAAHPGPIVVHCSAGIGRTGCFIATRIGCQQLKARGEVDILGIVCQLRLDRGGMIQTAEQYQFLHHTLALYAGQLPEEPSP
# BAP1 inh = inhibitors of human BAP1 deubiquitinase; recombinant BAP1, Ub-AMC hydrolysis fluorescence kinetic; active compounds read low; activity remaining (% of control), % at 20 µM; 72,000 tested, 0.48% active;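 active = activity remaining at or below 50% of control, provided the compound also passes the data quality filters; inactive = the rest, including low values that fail the filters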;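 also: 100% = DMSO wells rate and 0% = substrate alone blank rate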
# Target sequence (Q92560 whole entry, looked up): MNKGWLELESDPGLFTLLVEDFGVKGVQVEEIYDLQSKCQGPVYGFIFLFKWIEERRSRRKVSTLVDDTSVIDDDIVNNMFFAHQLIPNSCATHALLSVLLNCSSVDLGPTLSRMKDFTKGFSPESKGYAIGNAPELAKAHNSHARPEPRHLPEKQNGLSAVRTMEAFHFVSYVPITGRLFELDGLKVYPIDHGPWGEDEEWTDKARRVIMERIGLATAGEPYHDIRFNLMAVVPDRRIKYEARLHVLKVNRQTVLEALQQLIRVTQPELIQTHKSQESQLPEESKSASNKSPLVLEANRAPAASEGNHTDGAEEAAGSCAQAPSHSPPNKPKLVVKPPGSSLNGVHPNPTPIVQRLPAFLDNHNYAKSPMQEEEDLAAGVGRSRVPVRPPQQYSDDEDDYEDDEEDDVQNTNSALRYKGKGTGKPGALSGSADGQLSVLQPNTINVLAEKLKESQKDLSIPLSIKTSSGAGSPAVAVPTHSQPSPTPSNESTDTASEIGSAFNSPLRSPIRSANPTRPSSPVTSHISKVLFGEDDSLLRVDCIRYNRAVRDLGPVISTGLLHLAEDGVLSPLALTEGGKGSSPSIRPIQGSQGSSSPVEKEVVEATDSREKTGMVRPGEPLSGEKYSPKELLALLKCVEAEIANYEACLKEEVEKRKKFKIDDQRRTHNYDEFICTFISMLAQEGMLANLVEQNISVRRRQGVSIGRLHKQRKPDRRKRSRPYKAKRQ
# Numbers without * were called inactive; i = inactive; / = not tested or not shown; & = joins results of further samples.
HePTP inh,BAP1 inh,SMILES
2,/,Cc1ccc(N2C(=O)SC(N(CC(=O)O)c3cccc(C)c3)C2=O)cc1 (centres undefined)
9,/,Cn1c(=O)c2[nH]c(N/N=C(/C#N)C(N)=O)nc2n(C)c1=O
1,115,CCCC(=O)Nc1cnc(NC(=O)c2cccc(F)c2)cc1C
2,100,Cc1ccc(C)c(Cn2cnc3c(nnn3-c3ccc(F)cc3)c2=O)c1
4,/,COc1ccc(C(NC(=O)c2ccccc2C)NC(=O)c2ccccc2C)cc1OC
0,64,COC(=O)C1=C(C)NC(C)=C(C(=O)OC)C1c1ccc(NC(C)=O)cc1
-8,/,CCc1ccc(-c2nc3cc(NC(=S)NC(=O)c4ccco4)ccc3o2)cc1
-1,/,CC(=O)Nc1ccccc1NC(=O)COc1cccc2ccccc12
7,/,COc1ccc(C)cc1NC(=O)c1cc(C(=O)Nc2cc(C)ccc2OC)n(C)n1
8,108,c1ccc(-n2ncc3c2ncn2nnnc32)cc1
-12,/,Cc1ccccc1NC1=C(Cl)C(=O)N(c2cccc(Cl)c2Cl)C1=O
3,91,CCCC(=O)c1ccc(N2CCN(C(=O)c3ccccc3Br)CC2)c(F)c1
0,90,CCN1C(=O)C(O)(CC(=O)c2ccc3c(c2)OCCO3)c2ccccc21 (centres undefined)
5,/,CC1=NNC(=O)C1CC(=O)N/N=C/c1ccccc1O (centres undefined)
6,/,CCOC(=O)c1c(-c2ccc(C)cc2)csc1NC(=O)C1CC=CCC1C(=O)O (centres undefined)
0,35*,CCOC(=O)c1oc2ccc3c(c2c1C)C(=O)CC1(CCN(C(=O)OCC)CC1)O3

# BAP1 inh: entries above that show a hit
HePTP inh,BAP1 inh,SMILES
0,35*,CCOC(=O)c1oc2ccc3c(c2c1C)C(=O)CC1(CCN(C(=O)OCC)CC1)O3

# Next section.
HePTP inh,BAP1 inh,SMILES
104*,/,CCOc1cc(C(=O)Nc2cccc(F)c2)cc(OCC)c1OCC
2,122,Cc1nnc(SCSc2nnc(C)s2)s1
-2,107,COc1cc(C2c3c(oc4c(C)cc(C)cc4c3=O)C(=O)N2Cc2cccnc2)cc(OC)c1OC (centres undefined)
2,/,C=CCNC(=O)C1CC1(c1ccc(C)cc1)c1ccc(C)cc1 (centres undefined)
11,/,COc1cccc(/C=C2\C(=O)NC(=O)N(c3cc(C)cc(C)c3)C2=O)c1
6,105,O=C(CN(c1ccc(F)cc1)S(=O)(=O)c1ccc2c(c1)OCCO2)NCC1CCCO1 (centres undefined)
6,115,Cc1cc(C)c(-n2c(O)c(C=NCCN3CCOCC3)c(=O)[nH]c2=O)c(C)c1
-1,/,O=C1C(=O)N(c2cccc(Br)c2)C(c2cccc([N+](=O)[O-])c2)/C1=C(/O)c1ccccc1 (centres undefined)
4,50*,CCc1nc(SCC(=O)Nc2ccc3c(c2)OCCO3)c2oc3ccccc3c2n1
-3,/,C(=C\c1ccccc1)/CN1CCN(c2ncnc3c2cnn3-c2ccccc2)CC1
4,101,CN1CCc2c(sc3ncn4nc(-c5ccccc5O)nc4c23)C1
4,/,Nc1nc(SCCc2ccccc2)nc2sc3c(c12)CCC3
-2,105,COc1cc(-c2c(C#N)c(N)nc3c2CCCC3)ccc1O
7,67,Cc1noc(C)c1COC(=O)c1cc(=O)[nH]c2ccccc12
2,/,COc1ccc(N2C(=O)NC(=O)/C(=C/c3ccc(-c4cccc([N+](=O)[O-])c4)o3)C2=O)cc1
7,101,COc1ccccc1N=C1SC(C)CN1C(=O)C1CCC1 (centres undefined)

# The final 7 compounds of the section before are carried over, then new ones follow:
HePTP inh,BAP1 inh,SMILES
-3,/,C(=C\c1ccccc1)/CN1CCN(c2ncnc3c2cnn3-c2ccccc2)CC1
4,101,CN1CCc2c(sc3ncn4nc(-c5ccccc5O)nc4c23)C1
4,/,Nc1nc(SCCc2ccccc2)nc2sc3c(c12)CCC3
-2,105,COc1cc(-c2c(C#N)c(N)nc3c2CCCC3)ccc1O
7,67,Cc1noc(C)c1COC(=O)c1cc(=O)[nH]c2ccccc12
2,/,COc1ccc(N2C(=O)NC(=O)/C(=C/c3ccc(-c4cccc([N+](=O)[O-])c4)o3)C2=O)cc1
7,101,COc1ccccc1N=C1SC(C)CN1C(=O)C1CCC1 (centres undefined)
-1,94,CC(NC(=O)c1cnc2n(c1=O)CCS2)c1ccccc1 (centres undefined)
1,92,O=C(Nc1ccc(F)cc1F)c1cc(-c2ccco2)on1
2,96,CCN1C(=O)c2cccc3c(NC(=O)c4cc([N+](=O)[O-])ccc4Cl)ccc1c23
6,/,Cc1ncc([N+](=O)[O-])n1CCOC(=O)Nc1ccc(Cl)c(Cl)c1
-8,100,Cc1ccc(N2C(=O)c3ccccc3C2=O)cc1Cl
-1,/,Cc1noc(C)c1CSCC(=O)NC1=NCCS1
3,103,COc1cc(CNc2ccccc2SC)ccc1O
4,/,COCCOC(=O)C1=C(C)NC2=C(C(=O)CCC2)C1c1cccc(Cl)c1 (centres undefined)
6,/,CCCOc1ccc(/C=C2\SC(=S)N(NC(=O)c3ccncc3)C2=O)cc1OC
3,99,O=C(c1c(F)cccc1F)N1CCC(O)(c2cccnc2)CC1
1,120,O=c1oc2ccccc2c2c1ncn2CCN1CCOCC1
-6,/,COc1ccc(/C=N/NC(=S)NC2CCS(=O)(=O)C2)cc1 (centres undefined)
9,/,C(=N\Nc1nncn1/N=C/c1ccccc1)/c1ccccc1
102*,/,COc1ccc(N2C(=O)c3ccc(C(=O)Nc4cc(Cl)ccc4C(=O)O)cc3C2=O)cc1
5,91,Cc1sc2ncnc(NCC(c3ccco3)N(C)C)c2c1C (centres undefined)
-8,/,COc1ccc(S(=O)(=O)N(CC(=O)NCc2ccc(Cl)cc2)Cc2ccccc2)cc1
9,/,Cc1cc(Cl)ccc1OCC(=O)Nc1ccc(Br)cn1
1,/,O=C(NNC1=C(C(=O)C(F)(F)F)CCC1)c1ccc(O)cc1
4,85,CCC(Sc1nncn1C)C(=O)Nc1nnc(-c2ccccc2Cl)s1 (centres undefined)
0,/,O=C(Nc1ccc(I)cc1Cl)c1cccc(Cl)c1
/,58,COc1ccc2cc(C(=O)NC(C)=O)c(=Nc3ccccc3)oc2c1
4,95,C=CCOc1c(OC)cc(Cl)cc1C1NC(=O)NC(C)=C1C(C)=O (centres undefined)
0,/,O=C(Cc1ccccc1)Nc1nnc(COc2ccc(Cl)cc2Cl)s1
6,100,COc1cc(NC(=O)C(C)C)ccc1NC(=O)c1ccco1
15,106,COc1ccccc1N1C(=O)CC(Sc2nc(C)cc(C)n2)C1=O (centres undefined)
-3,107,CCN1CCN(Cc2ccc(NC(=O)Nc3ccccc3Cl)cc2)CC1
3,/,O=C(CSc1nc2ccc([N+](=O)[O-])cc2[nH]1)Nc1ccc2c(c1)OCO2
6,/,COc1ccc(C2CC(C(F)(F)F)n3nc(C(=O)N4CCN(c5ccc(F)cc5)CC4)c(Cl)c3N2)cc1 (centres undefined)
-6,/,Nn1c(-n2nc(-c3ccccc3)cc2-c2ccccc2)n[nH]c1=S
-4,95,O=S(=O)(NCC1OCCc2ccccc21)c1ccc(S(=O)(=O)N2CCOCC2)cc1 (centres undefined)
1,/,CCn1c(C(=O)Nc2ccsc2C(=O)OC)cc2sc(Cl)cc21
5,63,O=C(O)C1CCCCC1C(=O)Nc1ccc(Cl)cc1 (centres undefined)
-4,/,Nc1nc(CN2C(=O)c3ccccc3C2=O)cs1
/,104,O=C(c1ccc(Cl)cc1)c1coc2ccccc2c1=O
-12,/,COc1ccc(Cl)cc1C(=O)Nc1ccc(N(C)C)cc1
-4,93,CCOC(=O)c1c(=O)n(O)c2ccc(C)cc2[n+]1[O-]
7,104,O=C(CCCc1c[nH]c2ccccc12)N1CCN(c2ccc(N3CCOCC3)nn2)CC1
3,91,O=C(c1cccc(C(=O)N2CCc3ccccc32)n1)N1CCc2ccccc21
7&4,92,Cc1ccc(S(=O)(=O)N2CCCC2C(=O)Nc2nccs2)cc1 (centres undefined)
8&-15,99,O=C(O)CCCNC(=O)c1cncc(Br)c1
8,116,COc1ccccc1N1CCN(C(=O)C(NS(=O)(=O)c2cccs2)c2ccccc2)CC1 (centres undefined)
3,152,Cc1csc(NC(=O)CCC(=O)N(CC(=O)NC2CCCC2)Cc2ccco2)n1
-10,86,O=C(O)COc1ccc2nsnc2c1Cl
3,89,COc1ccc(-c2ccc(SCC(=O)NCc3ccco3)nn2)cc1OC
4,/,O=C(NCc1cccs1)c1cnn2c(C(F)(F)F)cc(-c3ccco3)nc12
10,98,CC(=O)Nc1cccc(NC(=O)c2oc3ccccc3c2C)c1
-8,/,COc1ccc(N(CC(O)Cn2c3ccccc3c3ccccc32)S(C)(=O)=O)cc1 (centres undefined)
3,/,COc1ccc(C(=O)Nc2ccccc2-c2nnn(CC(=O)NCc3ccco3)n2)cc1
6,/,COc1ccc(N2C(=O)/C(=C\c3cccc(C(F)(F)F)c3)SC2=S)cc1
5,56,Cc1ccc2[nH]c(=O)c(CN(Cc3cccnc3)Cc3nnnn3CCN3CCOCC3)cc2c1
1,136,CCCCOC(=O)Cn1c(=O)c2c(nc(Br)n2Cc2ccccc2)n(C)c1=O
2,/,COC(=O)c1ccc(CSc2nc3ccccc3c(=O)n2-c2cccc(OC)c2)o1
5,/,O=C1CC(N2CCC(Cc3ccccc3)CC2)C(=O)N1c1cc(Cl)cc(Cl)c1 (centres undefined)
18,68,N#CC1=C(N)Oc2c(sc3ccccc23)C1c1ccco1 (centres undefined)
/,180,COc1ccc(OC)c(CN2CCN(Cc3c[nH]c4ccccc34)CC2)c1
4,/,COC(=O)c1ccc(N(Cc2ccc(Cl)cc2)S(C)(=O)=O)cc1

# Continuation:
HePTP inh,BAP1 inh,SMILES
3,103,CC(=O)c1ccc(OCC(O)CN2CCN(c3ccccn3)CC2)cc1 (centres undefined)
-7,125,O=C(Nc1ccc(N2CCOCC2)cc1)c1cnsn1
-5,101,COc1ccc(NC(=O)CSc2nnc(CNC(=O)COc3ccc(Cl)cc3)o2)c(OC)c1
-6,148,O=c1ccc2cc(S(=O)(=O)Nc3ccc(F)cc3)ccc2o1
10,191,c1ccc2c(-c3nc(-c4ccncc4)no3)cccc2c1
10,95,CC1CCN(C(=O)Cn2c(SCC(=O)Nc3nccs3)nc3ccccc32)CC1
-11,80,Cc1cccc(-n2ncc3c(N4CCc5ccccc54)ncnc32)c1
-2,83,O=C(O)CCC(=O)N1CCN(c2cccc(Cl)c2)CC1
-9,/,COc1ccc(N(CC(=O)Nc2cccc(Cl)c2)S(=O)(=O)c2ccc(C)cc2)c(OC)c1
-1,/,O=[N+]([O-])c1ccc(N2CCN(S(=O)(=O)Cc3ccccc3)CC2)c(Cl)c1
6,132,COc1ccc(OC)c(C(c2nnnn2C2CCCC2)N2CCN(c3ccccc3)CC2)c1 (centres undefined)
-2,145,CCN1C(=O)CC(N2CCN(C(c3ccccc3)c3ccccc3)CC2)C1=O (centres undefined)
0,91,O=C(Cc1cccs1)N1CCCC(c2nc3c(nnn3Cc3ccc(F)cc3)c(=O)[nH]2)C1 (centres undefined)
6,163,O=C(CCn1cnc2ccccc2c1=O)Nc1ccc(S(=O)(=O)N2CCCCC2)cc1
4,/,COc1ccc(OC)c(C2=Nn3c(nnc3-c3ccncc3)SC2)c1
33,/,COc1ccc(N2C(=O)/C(=C/c3ccc(OCC(=O)O)c(Br)c3)C(=O)NC2=S)cc1
4,112,COCCn1c(Cc2ccccc2)nnc1SCC(=O)N(C)C
4,/,Cc1ccc(NC(=O)C(=O)NCCCOC(C)C)c(C)c1
9,110,Cc1cc2ncc(C(=O)Nc3ccccc3)c(C)n2n1
-3,59&117,CCCCCCn1c(SCC(=O)c2ccccc2)nc2c1c(=O)[nH]c(=O)n2C
7,104,O=C(Cc1cccs1)Nc1nnc(SCC(=O)NC2CCCCC2)s1
-5,/,O=P(O)(OC(c1ccccc1)C(F)(F)F)c1ccccc1 (centres undefined)
4,101,COc1ccccc1N1CCN(c2cc(C)nc3nc(C)nn23)CC1
14,99,COc1cccc(NC(=O)C2CCCN2C(=O)Nc2cccc(F)c2)c1 (centres undefined)

# One compound at a time, from the list above:
# Shown for O=C(Cc1cccs1)Nc1nnc(SCC(=O)NC2CCCCC2)s1 = HePTP inh = 7; BAP1 inh = 104
# Shown for Cc1ccc(NC(=O)C(=O)NCCCOC(C)C)c(C)c1 = HePTP inh = 4; BAP1 inh = /
# Shown for COc1cccc(NC(=O)C2CCCN2C(=O)Nc2cccc(F)c2)c1 (centres undefined) = HePTP inh = 14; BAP1 inh = 99

# Continued.
HePTP inh,BAP1 inh,SMILES
4,85,O=C(Nc1nc(-c2ccncc2)cs1)C1COc2ccccc2O1 (centres undefined)
16,i,CC1CCN(CCCNC(=O)c2coc3nc4ccccc4nc23)CC1
-1,/,Cc1ccc(C2CC(C(F)(F)F)n3ncc(C(=O)N4CCN(c5ccc(F)cc5)CC4)c3N2)cc1 (centres undefined)
3,103,O=C(COC(=O)c1cc[n+]([O-])cc1)Nc1ccc2c(c1)OCCO2
-9,/,CCCCc1ccc(NS(=O)(=O)c2c(C)cc(C)cc2C)cc1
10,/,Cc1c(NC(=O)c2nn3c(c2Br)NC(c2ccccc2)CC3C(F)(F)F)c(=O)n(-c2ccccc2)n1C (centres undefined)
-7,61,CN1C(c2ccc(F)cc2)=CS/C1=C(\C#N)c1nnc2n1-c1ccccc1SC2
7,/,COC(C(=O)N/N=C/c1cccc(C(F)(F)F)c1)c1ccccc1 (centres undefined)
8,91,CCOc1ccc(N2C(=O)CC(N3CCN(C(=O)CN4CCCC4)CC3)C2=O)cc1 (centres undefined)
10,/,O=C1C(=O)N(c2cccc(Cl)c2)C(c2ccc([N+](=O)[O-])cc2)/C1=C(\O)c1ccccc1 (centres undefined)
-6,/,COc1ccc(OC)c(/C=C2/C(=O)N(c3ccc(C)cc3)N=C2C)c1
-14,/,NC(=O)C(=O)Nc1ccc(Oc2ccccc2)cc1
10,104,Cc1c(Nc2cc(=O)oc3ccccc23)c(=O)n(-c2ccccc2)n1C
